S3 lipid droplet – qHTS Assay for Lipid Storage Modulators in Drosophila S3 Cells; Potency in µM for hits, for the others lipid storage change, negative = inhibition, % at the top dose, mostly 46.1 µM; Drosophila S3 cells, BODIPY lipid droplet fluorescence, 18-24 h; cells fed with added oleic acid; actives 0.64% (n = 320,000); AID 2685, 2010; active = well fitted inhibition curve with a large enough effect in the signal ratio, with a control signal flat, not every such curve was filed as active; inconclusive = small, poorly fitted or top-dose-only effect, or effect the other way, or a change in a side signal; the % refers to the signal ratio
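Laser-scanning cytometry quantifies lipid droplet accumulation (500–530 nm total intensity; droplet/cell object ratio) in oleic acid-fed (400 uM added) Drosophila S3 cells treated with a concentration series. 20 uM Triacsin C defined 100% inhibition.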
S3 lipid droplet cell count max – also measured in S3 lipid droplet; calls as there; cell number change, %; measured here: cell count max response;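 cells counted by Cell Tracker Red CMTPX staining in the red channel; peak over a dose series mostly up to 46.1 µM; percent activity relative to internal control wells on each plate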
The depositor's hits bear a star; i = inactive; ? = inconclusive; / = no result given; [ ] = remark or other dose. % is set by controls: 0 for no effect and ±100 for the full control effect; potency is the fitted concentration of half-maximal effect. An excerpt; the hit share may differ from the screen's.

smiles | S3 lipid droplet | S3 lipid droplet cell count max
CCN(CC)S(=O)(=O)c1ccc(N/N=C(\C)c2ccc3c(c2)OCO3)c([N+](=O)[O-])c1 | ? | /
Nc1nc(CN2CCN(C(c3ccccc3)c3ccccc3)CC2)nc(Nc2ccccc2)n1 | 2% | 0
CN(CC(=O)NCc1ccncc1)S(=O)(=O)c1ccccc1 | i | /
CCN(c1cccc(C)c1)S(=O)(=O)c1ccc(-c2coc(C)n2)cc1 | ? | /
CC(NC(=O)c1ccc(CS(C)(=O)=O)cc1)c1cccc2ccccc12 (stereo unspecified) | ? | /
COc1ccc(-c2nsc(SCC(=O)Nc3cc(C)on3)n2)cc1 | ? | /
C[C@H](CO)NC(=O)[C@H](C)[C@@H]1C[C@@]1(C)[C@@H](NC(=O)OCc1ccccc1)c1ccccc1 | ? | /
COc1ccc(-c2cn(CCc3c[nH]c4ccccc34)nn2)cc1 | 7% | 0
Nc1c(C(=O)Nc2ccc3c(c2)OCCO3)nnn1Cc1ccccc1 | ? | /
CCc1cc(/C(Cc2cscn2)=N\O)c(O)cc1O | ? | /
C/C(CCN1CCc2nc(-c3ccccc3)c(-c3ccccc3)cc2C1)=N\O[C@H](C)c1cn([C@H](CO)Cc2ccccc2)nn1 | ? | /
Cc1ccccc1C(=O)NCc1nnc(SCC(=O)N2CCN(c3ccccc3)CC2)n1C | ? | /
COc1ccc(N2CCN(S(=O)(=O)c3cc4c(cc3C)NC(=O)CO4)CC2)cc1 | ? | /
CCOC(=O)N1CCN(C(=S)NC(=O)c2ccnn2C)CC1 | 3% | /
COc1ccc(C(=O)/C=C/N(C)C)cc1 | ? | /
O=C(O)CNS(=O)(=O)c1ccc2c(c1)C(=O)c1cc(S(=O)(=O)NCC(=O)O)ccc1-2 | 16% | 18
COC(=O)c1ccc(-c2c(-c3ccccc3)ncc3cc(F)ccc23)cc1 | -6% | -9
Cc1ccc(-c2onc(C)c2C)cc1S(=O)(=O)N1CC(C)Oc2ccccc21 (stereo unspecified) | ? | /
O=C(CCSc1nnc(-c2ccncc2)o1)Nc1ccccc1 | ? | /
COc1cc(C(c2sc3nc(C)nn3c2O)N2CCc3ccccc3C2)cc(OC)c1OC (stereo unspecified) | i | /
CC1(C)OC(c2ccccc2)=C/C(=C/C=Nc2ccccc2)O1 | -10% | -11
Cc1ccc(S(=O)(=O)c2c(C)nn(C(C)(C)C)c2OC(=O)c2ccco2)cc1 | 3% | 0
COc1ccc(NC(=O)c2cc(S(=O)(=O)N3CCCC3)ccc2OC)cc1 | 0% | 4
CCOc1ccc(Br)cc1S(=O)(=O)N1CCC(C(N)=O)CC1 | ? | /
CCCCCC(=O)Nc1cccc(C2=NOC3(C2)C[C@H](C(N)=O)N(C(=O)CC)C3)c1 (stereo partly specified) | -3% | 12
Cc1ccc2nc(SCC(=O)N3CCOCC3)[nH]c2c1 | -5% | -6
CC(C)Cc1nnc(NC(=O)CCC(=O)N2CCN(Cc3ccccc3)CC2)s1 | i | 15
CC(C)(C)OC(=O)NCCCC[C@H](NC(=O)c1nc[nH]c1C(=O)N1CCN(C(=O)OC(C)(C)C)CC1)C(=O)OC(C)(C)C | -20% | 6
Cc1c(NC(=S)N/N=C/c2ccc(O)cc2)c(=O)n(-c2ccccc2)n1C | 8% | 0
O=C(c1nc2ccc(Cl)cn2c1CN1CCC(CO)CC1)N1CCc2ccccc2C1 | -9% | -5
CCc1sc(C(=O)Nc2ccc(NC(C)=O)cc2)cc1C | -4% | 1
CC(=Nc1cc(C(=O)c2ccccc2)ccc1N)C1=C(O)CC(C)(C)CC1=O | 0% | 7
CN(CC(=O)Nc1c(Cl)cccc1Cl)C(=O)C1CSC2(C)CCC(=O)N12 (stereo unspecified) | -8% | 0
O=C(O)CC(Sc1n[nH]c(=S)s1)C(=O)O (stereo unspecified) | ? | /
CC(=O)N1C(C(=O)O)CSC1c1ccc(C)cc1 (stereo unspecified) | ? | /
COc1cccc(/C=N/NC(=O)CC2C(=O)NN=C2C)c1O (stereo unspecified) | ? | /
O=C(NNC1=Nc2cc([N+](=O)[O-])ccc2OC1)c1ccccc1Cl | -4% | 13
O=C(Cc1c(F)cccc1Cl)Nc1nccs1 | ? | /
O=C(Nc1nnc(-c2ccccc2Cl)o1)c1cc2cc([N+](=O)[O-])ccc2s1 | ? | /
CCOC(=O)N1CCC(NC(=O)C2CCN(C(=O)N3CC(C)Oc4ccccc43)CC2)CC1 (stereo unspecified) | ? | /
N#CC1=C(N)Oc2cc(N)ccc2C1c1cccc(F)c1 (stereo unspecified) | 4% | 0
Cc1cc(C(c2ccc(C)o2)c2ccc(C)o2)c(O)c([N+](=O)[O-])c1 | ? | /
O=C(NCCc1ccccc1)C(=O)Nc1ccc2c(c1)OCCO2 | 2% | 7
COc1cccc(NC(=O)C(c2ccccc2)N2CCCC2)c1 (stereo unspecified) | ? | /
COc1ccccc1N=C(C)C1=C(O)CSC1=O | ? | /
O=C(NCc1ccccc1)C(c1ccc(F)cc1)N(C(=O)c1csnn1)C1CC1 (stereo unspecified) | -1% | -6
Cc1cc(C)nc(NC(=O)c2ccc(COc3ccccc3Cl)cc2)c1 | ? | /
O=C(CCc1nnc(COc2ccccc2)o1)NCCc1cccs1 | ? | /

Exported with each value named: entries from further up
compound: COc1ccccc1N=C(C)C1=C(O)CSC1=O
  S3 lipid droplet: ?	S3 lipid droplet cell count max: /
compound: O=C(NCc1ccccc1)C(c1ccc(F)cc1)N(C(=O)c1csnn1)C1CC1 (stereo unspecified)
  S3 lipid droplet: -1%	S3 lipid droplet cell count max: -6
compound: Cc1cc(C)nc(NC(=O)c2ccc(COc3ccccc3Cl)cc2)c1
  S3 lipid droplet: ?	S3 lipid droplet cell count max: /

(listing goes on)
smiles | S3 lipid droplet | S3 lipid droplet cell count max
COc1ccc(CCNC(=O)COC(=O)c2cccs2)cc1OC | ? | /
CCOC(=O)[C@@H](CCc1ccccc1)N[C@H](C)C(=O)N1[C@H](C(=O)O)C[C@@H]2CCC[C@@H]21 | ? | /
Cc1ccccc1OCC(=O)Nc1ccc(S(=O)(=O)N2CCOCC2)cc1 | -14% | 11
Cc1cc(C(=O)CSc2nc(N)cc(=O)[nH]2)c(C)n1CCc1ccc(F)cc1 | ? | /
CCOc1ccc(-n2c(SCC(=O)Nc3ccc(Br)cc3)nc3n[nH]c(C)c3c2=N)cc1 | ? | /
Cn1c(CNC(=O)CCNC(=O)c2ccccc2F)cc(=O)n(C)c1=O | -12% | 16
Cc1c(S(=O)(=O)N2CCN(c3cccc(Cl)c3)CC2)c(=O)n(C)c(=O)n1C | ? | /
O=C(Nc1ccc(F)cc1)c1cc(-c2ccccc2)no1 | -7%[9.22 µM] | -8
Cc1cccc2cc(COC(=O)c3cccs3)c(=O)[nH]c12 | ? | /
COc1cccc(-c2ccc(=O)n(CC(=O)NCCN3CCOCC3)n2)c1 | 11% | 21
CSc1ncc(Cl)c(C(=O)Nc2ccc(S(=O)(=O)Nc3nccc(C)n3)cc2)n1 | ? | /
CSc1cccc(N2C(=O)C3CCCN3C2=S)c1 (stereo unspecified) | i | 15
C#CCOCCOCCOCCNc1nc(N2CCOCC2)nc(N2CCN(C(=O)[C@H]([C@@H](C)CC)n3cc([C@@H](N)Cc4ccc(O)cc4)nn3)CC2)n1 | -16% | -1
Cc1ccc(C)c2c1cc(C)c1nnc(SCC(=O)NCc3ccc4c(c3)OCO4)n12 | -10% | -28
CC(C)(C)C1=C(C#N)C(c2ccc3c(c2)OCO3)C(C#N)=C(N)O1 (stereo unspecified) | 9% | -18
Cn1cnnc1SCc1ccc(C(=O)N=Nc2c(O)n(C)c3ccccc23)cc1 | ? | /
CCOC(=O)C1(Cc2cccc(OC)c2)CCN(CC=C(C)C)CC1 | 13% | -6
CCOc1ccc(N(CC)C(=O)c2nn(-c3ccc(OC)cc3)c(=O)c3c2c2ccccc2n3C)cc1 | 11% | 13
CCN(CC(=O)Nc1ccc(NC(C)=O)cc1)C(=O)C(c1ccccc1)c1ccccc1 | ? | /
O=C(CCC(=O)c1cccs1)Nc1ccc(F)c(F)c1F | ? | /
O=C(CCc1nnc(C2(c3ccc(Cl)cc3)CCC2)o1)NC1CC1 | 1% | 6
COc1cccc(N2CCN(CC(=O)Nc3nnc(-c4ccccc4)s3)CC2)c1 | ? | /
CC(C)(C)OC(=O)CNC(=O)c1[nH]cnc1C(=O)N[C@@H](Cc1ccccc1)C(=O)OCc1ccccc1 | ? | /
N/C(=N\OC(=O)c1csnn1)c1ccc(C(F)(F)F)cc1 | ? | /
COc1ccc2ccc(OCC(=O)NCC3CCCO3)cc2c1 (stereo unspecified) | ? | /
CN1CCc2c(sc(/N=C/c3c[nH]c4ccccc34)c2C#N)C1 | -3% | 6
CCCc1cc(=O)[nH]c(SCC(=O)NC(=O)c2ccccc2)n1 | ? | /
CCCCCC[n+]1c(-c2ccc(Cl)cc2Cl)csc1Nc1ccccc1 | -7% | -12
COc1cccc(-c2nnc3sc(-c4ccco4)nn23)c1 | 3% | /
CCOc1ccc(OCC)c(NC(=O)C2CCCN2S(=O)(=O)c2cccc3cccnc23)c1 (stereo unspecified) | ? | /
CCN(CC)c1ccc(/C=N/NC(=O)c2ccc(Br)o2)cc1 | ? | /
COCCN(C(=O)c1csnn1)C(C(=O)NC1CCCCC1)c1ccc(C)cc1 (stereo unspecified) | ? | /
CCOc1ccccc1-n1nnnc1SCC(=O)Nc1cc(C)on1 | ? | /
COC(=O)CN(C#N)c1nc(N(C)C)nc(N(C)C)n1 | 1% | -6
CCCCCCSc1nsc(NC(=O)CC(C)C)n1 | ? | /
Cn1nc(C(=O)Nc2ccccc2)c2c1-c1ccccc1S(=O)(=O)C2 | i | -12

Full records from above:
CCOc1ccccc1-n1nnnc1SCC(=O)Nc1cc(C)on1 as listed: S3 lipid droplet = ?; S3 lipid droplet cell count max = /
Cn1nc(C(=O)Nc2ccccc2)c2c1-c1ccccc1S(=O)(=O)C2 as listed: S3 lipid droplet = i; S3 lipid droplet cell count max = -12

The list continues:
smiles | S3 lipid droplet | S3 lipid droplet cell count max
CC1CN(CC(=O)Nc2cccc(C(=O)Nc3cccc(C(F)(F)F)c3)c2)CC(C)O1 (stereo unspecified) | ? | /
CCC(C)c1ccc(S(=O)(=O)N2CC(=O)Nc3ccccc32)cc1 (stereo unspecified) | -2% | 13
O=C(NCC1CCCO1)c1cc(S(=O)(=O)N2CCOCC2)ccc1Cl (stereo unspecified) | i | -20
Nc1nnc(CC(=O)N/N=C/c2ccccc2OCc2ccccc2F)s1 | ? | /
COc1cc(O)cc2occ(-c3ccc(O)cc3)c(=O)c12 | -5% | 1
Cc1cc(C(=O)COC(=O)c2ccc([N+](=O)[O-])o2)c(C)n1CC1CCCO1 (stereo unspecified) | ? | /
CC(NC(=O)CN1C(=O)NC2(CCCCCC2)C1=O)c1ccccc1Cl (stereo unspecified) | ? | /
O=C(c1ccco1)N1CCN(C2c3ccccc3-c3ccccc32)CC1 | ? | /
O=C1NC(=O)C2(CCC(C(=O)O)C2)N1 (stereo unspecified) | ? | /
CCOc1ccc(S(=O)(=O)NCCC(=O)Nc2ccncc2)cc1 | ? | /
CCN(C(=O)COC(=O)c1ccc(N2C(=O)c3ccccc3C2=O)cc1)C1CCS(=O)(=O)C1 (stereo unspecified) | ? | /
CCNc1nc(SC(C)C(=O)Nc2ccccc2)nc(N(C)C)n1 (stereo unspecified) | ? | /
O=C(NC1(C(F)(F)F)NC(=O)N(Cc2cccnc2)C1=O)c1cccs1 (stereo unspecified) | ? | /
CC(=O)Nc1ccc(OCC(O)CN2CCN(Cc3ccccc3)CC2)cc1 (stereo unspecified) | ? | /
O=C(NC(=S)N1CCCCC1CO)C12CC3CC(CC(C3)C1)C2 (stereo unspecified) | ? | /
COc1cc(NC(=O)c2ccc(-c3csc(C)n3)cc2)c(OC)cc1Cl | i | 12
CNC(=S)Nc1sc2c(c1C(=O)OC)CCC2 | ? | /
COc1ccc(C(=O)NC(=S)Nc2nc(-c3ccc(OC)c(Br)c3)cs2)cc1Br | ? | /
Cc1cc(-c2ccccc2)c(C#N)c(=S)[nH]1 | ? | /
O=C(Cc1ccccc1Cl)Nc1cccc(S(=O)(=O)N2CCCCCC2)c1 | i | -3
COc1ccc(OC)c(NC(=O)C2CC2c2ccccc2)c1 (stereo unspecified) | ? | /
COc1ccccc1CNC(=O)C(NC(=O)c1ccccc1C)C(C)C (stereo unspecified) | ? | /
C=CCOc1ccc(C=Nc2ccc(OC)cc2)c(O)c1 | -5% | -3
COc1ccc2nc(SCC(=O)Nc3ccc4c(c3)OCCO4)[nH]c2c1 | i | -31
Cc1c(CNCCc2ccc(Cl)cc2)c(C(=O)O)c(C)n1Cc1ccccc1 | i | /
Cc1ccc(S(=O)(=O)N[C@H](C(=O)OCn2nnc3ccccc3c2=O)C(C)C)cc1 | ? | /
Cc1ccc(-c2cc(C(=O)N3CCCC3)no2)cc1 | i | /
